Screens from PubChem BioAssay.
D1 PAM = Potentiators of Human D1 Dopamine Receptor: qHTS | D(1A) dopamine receptor (Homo sapiens), P21728 | HEK293 TREx D1 cells, calcium flux, dopamine EC20 potentiation | potentiation, % at 10 µM | actives 0.036% (n = 360,000) | AID 504651, 2011; in the data active means potentiation above about 30%; further: 0% is about no effect
D2 antag = HTS Assay for Allosteric Antagonists of the Human D2 Dopamine Receptor: Primary Screen for Antagonists; inhibition, % at 10 µM; actives 2% (n = 340,000); AID 485344, 2010; HEK293 TREx D2 cells, calcium flux, dopamine EC80; in the data active means inhibition above about 30%; further: 0% is about no effect
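Calcium flux kinetic readout in an inducible HEK293 TREx D2 line plated overnight at 30 C. After 180 s compound exposure, an EC80 dopamine challenge follows with another 180 s kinetic read to detect antagonism.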
TRHR agonist = qHTS for Small Molecule Agonists and Allosteric Enhancers of Human TRH Receptor: Primary Screen for Agonists; Thyrotropin-releasing hormone receptor (Homo sapiens), P34981; TRHR cells, calcium flux fluo-8, FDSS agonist mode; activation, % at 2 µM; actives 0.18% (n = 360,000); further: 0% is about no effect
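Steps: seed TRHR cells overnight; add fluo-8 no-wash Ca dye, RT 30 min–1.5 h; record 10 s baseline; pin-transfer compounds; monitor fluorescence 1 cycle/s for the agonist window. Calcium increases flag candidate agonists.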
D2 ag = HTS Assay for Allosteric Agonists of the Human D2 Dopamine Receptor: Primary Screen for Agonists. AID 485358, 2010. activation, % at 2 µM. actives 0.53% (n = 340,000). HEK293 T-REx D2 cells, calcium flux agonist mode;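 active means activation over 3 SD above normal in the single-dose calcium agonist read, cut at about 30% in these data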; further: 0% is about no effect
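In this primary screen, compounds producing a positive calcium signal within 180 s of addition to tetracycline-induced, force-coupled HEK293 Trex D2 cells are flagged; cells are dye-loaded with a no-wash calcium kit beforehand.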
D2 potentiator = HTS Assay for Positive Allosteric Modulators of the Human D2 Dopamine Receptor: Primary Screen for Potentiators; D(2) dopamine receptor (Homo sapiens), P14416; HEK293 T-REx D2, calcium flux, EC20 dopamine potentiation; potentiation, % at 10 µM; actives 0.34% (n = 340,000);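 active means potentiation over 3 SD above the plate norm, cut at about 30% in these data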; further: 0% is about no effect
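Tetracycline-induced Hek293 Trex D2 cells, force-coupled to calcium, loaded with no-wash calcium dye. Compound added with 180 s kinetic read for agonism, then EC20 dopamine and a further 180 s read for potentiation.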
TRHR PAM = qHTS for Small Molecule Agonists and Allosteric Enhancers of Human TRH Receptor: Primary Screen for Enhancers; Thyrotropin-releasing hormone receptor (Homo sapiens), P34981; TRHR cells, fluo-8 calcium fluorescence, EC20 TRH enhancement; enhancement, % at 2 µM; actives 0.66% (n = 360,000); AID 493056, 2011; in the data active means enhancement above about 30%; further: 0% is about no effect
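Enhancer read-out: after compound pinning and an initial kinetic agonist-mode read, an EC20 of TRH (10 nM final) was injected and fluo-8 calcium signal (Ex 480/Em 530) followed at 1 s/cycle for 100 cycles in TRHR-expressing cells.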
D1 ag = Allosteric Agonists of the Human D1 Dopamine Receptor: qHTS. HEK293 T-REx D1 cells, calcium flux, agonist mode. actives 1% (n = 360,000). activation, % at 2 µM; further: 0% is about no effect
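Agonism was scored from calcium flux recorded over 180 s (1 read/s) after pintool compound addition, following a 10-cycle baseline. Cells were inducible force-coupled HEK293 TREx D1, plated overnight at 30 C and loaded with no-wash calcium dye.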
D1 antagonist = Antagonist of Human D 1 Dopamine Receptor: qHTS. D(1A) dopamine receptor (Homo sapiens), P21728. HEK293 TREx D1 cells, calcium flux, dopamine EC80; active compounds read low. activity change, negative = inhibition, % at 10 µM. actives 3.2% (n = 360,000). AID 504652, 2011; in the data active means activity change below about -30%; further: on the % scale 0 is the no-effect control and ±100 the full control effect
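Compound effects on dopamine-evoked calcium signalling were measured in tetracycline-induced HEK293 Trex D1 cells. Dopamine at EC80 followed a 180 s compound pre-read, and fluorescence was tracked kinetically for 180 s more.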
RXFP1 antag = qHTS Assay for Antagonists of the Relaxin Receptor RXFP1; Relaxin receptor 1 (Homo sapiens), Q9HBX9; HEK293-RXFP1, relaxin-stimulated cAMP HTRF, 30 min; active compounds read low; activity change, negative = inhibition, % at 57.5 µM; actives 0.59% (n = 350,000);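 active means activity change of -60% or lower, but not beyond a set lower limit; inconclusive means change between -60% and -40%, or beyond the set limit; inactive means change above -40%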; further: on the % scale 0 is the no-effect control and ±100 the full control effect
Target sequence (Q9HBX9 whole entry, looked up): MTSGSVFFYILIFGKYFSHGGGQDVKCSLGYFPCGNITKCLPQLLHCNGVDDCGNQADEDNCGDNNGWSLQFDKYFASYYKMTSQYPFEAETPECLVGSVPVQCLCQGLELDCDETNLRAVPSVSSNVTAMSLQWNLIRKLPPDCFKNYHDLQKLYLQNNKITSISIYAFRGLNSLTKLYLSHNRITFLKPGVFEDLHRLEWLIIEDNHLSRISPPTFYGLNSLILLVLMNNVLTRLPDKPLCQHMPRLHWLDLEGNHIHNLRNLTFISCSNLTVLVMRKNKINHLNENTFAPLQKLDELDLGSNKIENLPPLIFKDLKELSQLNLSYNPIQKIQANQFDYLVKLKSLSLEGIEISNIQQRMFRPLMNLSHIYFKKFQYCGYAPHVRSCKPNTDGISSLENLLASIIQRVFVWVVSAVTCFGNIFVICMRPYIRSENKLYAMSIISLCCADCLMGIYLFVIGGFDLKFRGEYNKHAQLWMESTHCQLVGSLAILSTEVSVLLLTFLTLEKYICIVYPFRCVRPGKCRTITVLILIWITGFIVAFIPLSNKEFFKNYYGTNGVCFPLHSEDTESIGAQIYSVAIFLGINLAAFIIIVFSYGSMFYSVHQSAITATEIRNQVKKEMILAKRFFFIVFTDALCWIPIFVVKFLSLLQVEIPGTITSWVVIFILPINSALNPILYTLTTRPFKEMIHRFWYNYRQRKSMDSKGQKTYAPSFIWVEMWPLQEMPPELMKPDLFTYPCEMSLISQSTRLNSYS
* hit, by the source's call; ? = inconclusive; . = no result given; & = joins results of further samples. Unless noted, no stated cut-off is given here; in the data, active means activation above about 30%; inactive means the rest. Random draw from the library; 7.3% or so of the library scored in one or more.

Value order: D1 PAM	D2 antag	TRHR agonist	D2 ag	D2 potentiator	TRHR PAM	D1 ag	D1 antagonist	RXFP1 antag
1	CCOC(=O)CNC(=O)CN1C(=O)CCS(=O)(=O)c2ccccc21
    -7	-8	-0.6	0.1	8	7	1	-23	4
2	CNC(=O)C1CC(=O)N(CCc2ccc(OC)cc2)C(=Nc2ccc(OC)cc2)S1 (stereo unspecified)
    -13	7	0.1	-0.6	1	0	0	-3	-3
3	O=c1[nH][nH]c(-c2ccccc2)c1C=Nc1ccc(Cl)cc1
    3	.	-0.4	.	.	2	0	24	-14
4	CCCOc1ccc(-c2nc(N3CCN(C)CC3)c3ccccc3n2)cc1
    -12	7	-0.2	0.1	-22	-1	5	-4	-32
5	O=C(CNC(=O)c1ccc(Br)cc1)N/N=C/c1cccnc1
    -3	-1	-0.2	0.0	7	-2	7	-8	6
6	CCN(CC)c1ccc(/C=N/N2CCN(c3ccccn3)CC2)cc1
    -6	16	0.2	-0.6	4	3	1	19	15
7	Oc1ccc(NCc2ccccc2OCc2ccc(Cl)cc2)cc1
    -3	.	-0.5	-0.1	15	47*	0	-3	-29
8	CC12CCC(C(=O)NNc3ccccc3)(OC1=O)C2(C)C (stereo unspecified)
    16	2	-0.1	0.1	6	10	4	-8	-6
9	CCn1c(SCC(=O)Nc2ccc(OC)cc2)nc2nc3c(cc2c1=O)COC(C)(C)C3
    -3	-6	-1.5	0.6	-4	-3	0	-1	5
10	CN1CCN(CC(O)(c2ccc(Cl)cc2)c2ccc(Cl)cc2)CC1
    -8	23	2.4	4.0	-14	-1	24	-30*	-28
11	COc1ccccc1N(C)S(=O)(=O)c1ccc(C(=O)NC2CCCCC2)cc1
    -11	-12	-0.3	-0.3	-10	5	6	-4	-1
12	c1ccc(-c2csc(NC3=NCCCCC3)n2)cc1
    -8	-5	-0.1	0.9	-4	4	-1	-10	9
13	COc1ccc(Cl)cc1S(=O)(=O)N(C)CC(=O)NCc1ccccn1
    2	6	-0.1	0.6	8	-3	2	4	4
14	CCOC(=O)C(Sc1n[nH]c(N)n1)c1ccccc1 (stereo unspecified)
    -6	3	-0.7	-0.5	-8	-1	-1	7	-2
15	CCc1ccc(NS(=O)(=O)c2c(C)nc3sc(CC)nn3c2=O)cc1
    -2&-4	4	0.0&1.0	-0.5&0.8	4	-6&0	7&15	1&2	-4
16	Cc1ccc(C(=O)COc2nc(C)nc3ccccc23)cc1
    -4	1	0.9	-0.4	-1	1	3	12	-6
17	N#Cc1c(-c2ccccc2)c(C#N)c2nc3ccccc3n2c1N
    -1	-5	1.2	7.9	10	-4	13	-6	-6
18	CCOC(=O)C1=C(C)N=C2SC(C)C(=O)N2C1c1ccc(C(=O)OC)cc1 (stereo unspecified)
    0	-4	-0.3	-0.6	7	3	3	15	5
19	CSc1ccc(/C=N/n2c(C)cc(C)cc2=O)cc1
    2	1	-0.1	-1.6	6	14	2	-3	4
20	COc1cccc(NC(=O)c2cnsn2)c1
    -18	16	-0.3	1.0	3	-7	2	3	-1
21	CCOc1ccc(NC(=O)CNc2ccc(C)cc2Cl)cc1
    -4	16	-0.9	1.0	0	-10	3	-14	-5
22	C(=N\Nc1nc2ccccc2[nH]1)/c1ccccc1
    -1	-12	-1.0	-0.8	-6	8	1	2	-6
23	COC(=O)c1ccccc1NC(=O)c1ccc(F)cc1
    8&-3	-7	-0.6&0.0	0.4	-8	4&-4	4&0	-9&5	-2
24	O=C(CC(SCCO)c1ccc(F)cc1)c1ccco1 (stereo unspecified)
    -2	10	-1.4	0.4	9	5	3	-1	3
25	COc1ccccc1-c1oc2ccccc2c1-c1ccc2cc[nH]c2c1
    6	-5	0.5	-0.1	16	7	7	.	.
26	CCN1C(=O)C(CC(=O)Nc2ccc(F)cc2)N(Cc2ccco2)C1=S (stereo unspecified)
    -3	13	1.2	-2.3	12	11	5	13	-2
27	CC1=[N+]([O-])C(C)(C)CC(C)(C)c2ccccc21
    0	-8	-0.1	-1.0	-5	1	0	-1	4
28	CC(C)CC(=O)NC(Nc1ccccc1F)C(Cl)(Cl)Cl (stereo unspecified)
    6	-5	2.0	0.7	5	11	3	-3	.
29	CCOC(=O)c1ccc2c(c1)N(CC#N)C(=O)C(C)(C)O2
    -6	.	9.8	.	2	-18	2	-6	0
30	C/C(N)=C(/C#N)C(=O)COC(=O)c1ccc(OCC2CCCO2)cc1 (stereo unspecified)
    0	4	1.8	1.4	1	-1	3	-1	-12

Complete entries as entered above.
`CC(C)CC(=O)NC(Nc1ccccc1F)C(Cl)(Cl)Cl` (stereo unspecified) is listed as D1 PAM = 6; D2 antag = -5; TRHR agonist = 2.0; D2 ag = 0.7; D2 potentiator = 5; TRHR PAM = 11; D1 ag = 3; D1 antagonist = -3; RXFP1 antag = .
`C(=N\Nc1nc2ccccc2[nH]1)/c1ccccc1` is listed as D1 PAM = -1; D2 antag = -12; TRHR agonist = -1.0; D2 ag = -0.8; D2 potentiator = -6; TRHR PAM = 8; D1 ag = 1; D1 antagonist = 2; RXFP1 antag = -6
`CCN1C(=O)C(CC(=O)Nc2ccc(F)cc2)N(Cc2ccco2)C1=S` (stereo unspecified) is listed as D1 PAM = -3; D2 antag = 13; TRHR agonist = 1.2; D2 ag = -2.3; D2 potentiator = 12; TRHR PAM = 11; D1 ag = 5; D1 antagonist = 13; RXFP1 antag = -2

New compounds follow:
Value order: D1 PAM	D2 antag	TRHR agonist	D2 ag	D2 potentiator	TRHR PAM	D1 ag	D1 antagonist	RXFP1 antag
31	Cc1cc(C(=O)NN=C2CCCC2)c2ccccc2n1
    3	-6	0.0	0.5	-1	-14	1	-19	-17
32	CCCCNC(=O)Cn1cnc2c(cnn2-c2ccc(C)cc2)c1=O
    -7	-4	-0.1	-0.8	6	20	0	5	1
33	CCN1c2ccccc2-c2nc(SCC(=O)Nc3ccc(C)c(Cl)c3)ncc2S1(=O)=O
    1	.	0.4	0.1	0	-2	3	24	-21
34	Cc1sc2nc(N3CCOCC3)[nH]c(=O)c2c1-c1ccccc1
    -4	1	-0.3	-0.2	-2	-1	2	-20	2
35	COc1ccc(OCCCn2c(=O)oc3ccccc32)cc1
    -3	29	0.3	-0.1	-7	2	0	1	1
36	COC(=O)CCC(=O)NNC(=O)Cc1ccccc1
    1	8	0.2	0.1	1	0	3	-6	-5
37	S=C(NC1CCCCC1)NN1CCOCC1
    2	-4	0.7	0.0	2	7	-1	3	0
38	O=C(NNc1ccc(F)cc1F)c1c(F)cccc1Cl
    -3	-1	-0.3	0.0	10	6	5	6	-1
39	CC(C)CC(c1nnnn1C1CCCC1)N1CCN(C(=O)c2ccco2)CC1 (stereo unspecified)
    -9	-19	1.4	1.6	-7	-6	4	3	-9
40	CCC(=O)Nc1cccc(-c2cnc3ccccc3n2)c1
    -2	5	-0.1	0.5	-6	7	1	15	-1
41	COc1ccccc1N1CCN(/N=C/c2ccc(O)c(O)c2)CC1
    3	-1	-0.6	-0.3	-9	27	2	-4	-16
42	Cc1ccc(C)c(NC(=O)CSc2nnc(CNC(=O)c3ccccc3)n2-c2ccccc2)c1
    -1	.	-0.1	-0.5	-3	0	0	-1	.
43	CCN1C(=O)CC(C(=O)NC)SC1=Nc1cc(Cl)c(O)c(Cl)c1 (stereo unspecified)
    -2	-8	0.4	0.3	-2	-4	3	16	0
44	CCOC(=O)c1ccc(NC(=O)Cn2nnc(-c3ccccc3C)n2)cc1
    2	10	1.9	1.1	0	3	14	-21	1
45	c1ccc(OCCOCCN2CCOCC2)cc1
    -2	-1	0.3	0.1	2	-10	5	-11	11
46	Cc1oc(-c2ccc(Cl)cc2)nc1CN1CCCN(C(=O)c2ccco2)CC1
    14	-12	-0.5	-0.3	-26	1	4	-14	-15
47	CCOC(=O)c1nnn(-c2nonc2N)c1-c1ccc(Br)cc1
    -6	-7	0.4	0.0	2	5	0	-13	-1
48	CCCCCOc1ccc(CN2CCOCC2)cc1Cl
    -5	-8	1.1	0.7	14	-3	2	-5	-10
49	O=C1NN(c2cccc(Br)c2)C(=O)/C1=C/c1ccc(-c2cc([N+](=O)[O-])ccc2O)o1
    -5	-1	-0.7	-0.2	12	14	2	-7	4
50	Nc1c(S(=O)(=O)c2cccc(Cl)c2)c2nc3ccccc3nc2n1CCN1CCOCC1
    -3	22	-0.3	.	23	22	3	-15	2
51	COc1cc(/C=N/c2oc(-c3ccccc3)cc2C#N)ccc1O
    3	-21	2.1	1.5	1	1	9	-4	-8
52	CN(CCC#N)c1ccc(/C=C(\C#N)c2ccccn2)cc1
    -5	5	-0.4	-0.3	-4	1	4	-19	.
53	COc1ccc2c(c1)CCc1c(C(=O)Nc3ccc(OC)c(OC)c3)noc1-2
    -4	10	0.2	-0.5	1	13	6	-12	-8
54	O=C(N/C(=C/c1ccccc1)C(=O)N1CCCCC1)c1ccccc1
    5	5	0.7	0.5	-4	4	0	-5	-14
55	CCN(C(=O)COC(=O)c1cccc(-n2cnnn2)c1)C1CCCCC1
    -2	.	-0.3	.	.	24	6	-16	-12
56	Cc1oc(-c2cccs2)nc1CN1CCC(CO)(CCOc2ccccc2)CC1
    -3	54*	1.1	-0.7	-8	-4	19	24	?
57	Cc1ccc(C(=O)Nc2ccc(Cl)cc2C)c(Cl)c1
    -5	-18	0.1	-1.1	3	2	2	-2	4
58	CC1CCCCN1S(=O)(=O)c1coc(C(N)=O)c1 (stereo unspecified)
    1	11	-0.3	1.1	-5	0	3	-6	.
59	O=C1NCCCC2c3c(cc(Br)c(O)c3Br)OC12N1CCOCC1 (stereo unspecified)
    -1	7	-1.1	0.1	4	10	2	-2	2
60	Cc1ccc(C(=O)N/C(=C\c2cccc([N+](=O)[O-])c2)C(=O)NC(Cc2ccccc2)C(=O)O)cc1 (stereo unspecified)
    -1	9	1.4	0.4	-8	4	4	-12	-2
61	CC(=O)N(/N=C1/C(=O)Nc2ccccc21)c1ccccc1
    -4	13	1.1	1.0	4	-4	8	22	13
62	Cc1cccc(NC(=O)CN2CCN(C(=O)C3CCC3)CC2)c1C
    15	-11	0.2	1.1	0	0	2	0	-10
63	O=C(OCc1c(-c2ccccc2)ncc2ccccc12)c1ccc(Cl)cc1Cl
    7	-3	0.5	17	-29	-4	2	.	.
64	CNc1ncnc2sc(-c3ccccc3)cc12
    -4	-4	-1.2	-0.3	0	-5	1	-38*	-30
